Spn MK inh: S. pneumoniae mevalonate kinase inhibition | purified MK, PK/LDH-coupled NADH absorbance 340 nm | inhibition, % at 10 µM | 0.48% of 65,000 active | AID 555;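 active = ranked among the strongest by inhibition in the single 10 µM screen, a fixed top-ranked set picked for dose follow-up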; note: no value below 0 was filed
Spn DPM-DC inh: blocks S. pneumoniae diphosphomevalonate decarboxylase. purified DPM-DC, PK/LDH coupled NADH fluorescence. calls only at 10 µM. 0.49% of 65,000 active;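 active = the 320 compounds with the highest percent inhibition in the single-dose primary screen, excluding strongly autofluorescent ones, cut at about 32% in these data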;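 note: kinetic rate of NADH fluorescence loss reporting ADP formed by the decarboxylase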
LYP inhibition: LYP phosphatase inhibitors, primary screen, biochemical, DiFMUP fluorescence, recombinant catalytic domain, 10 µM (AID 606). 52,000 tested, under 10 active. one-dose inhibition, % at 10 µM; IC50 in µM for titrated hits. recombinant LYP catalytic domain, DiFMUP fluorescence; higher % means a stronger effect;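 active = IC50 under 40 µM in the dose-response test; inactive = IC50 of 40 µM or more, or never dose-tested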
Bfl-1 inhibitors: Bfl-1 inhibitors, primary screen, biochemical, fluorescence polarization, FITC-Bid, mouse (AID 432); FITC-Bid BH3 peptide fluorescence polarization displacement; higher % means a stronger effect; displacement, % at 20 µM, or IC50 in µM where a hit was titrated; 0.02% of 64,000 active; in the data active = a potency from the dose series; inactive = the rest, 99 in 100 with displacement below about 15%; note: strong numbers were not always called active
HT1080 cytotoxicity: cytotoxicity in HT1080 fibrosarcoma cells, cell-based, fluorescence readout (AID 620); HT1080 viability, fluorescence; higher % means a stronger effect; 0.42% of 87,000 active; cytotoxicity, % at 10 µM; hits with a dose series show EC50 in µM;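 note: cells exposed to compound overnight then 4 h with Alamar Blue; 0% = vehicle DMSO and 100% = killing control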
HPDE-C7K KRASV12: cytotoxicity in KRAS-transformed pancreatic duct cells, primary screen, cell-based, fluorescence, HTS (AID 431) | HPDE-C7K KRASV12 cells, Alamar Blue viability, 48 h; higher % means a stronger effect | cytotoxicity, % at 10 µM; hits with a dose series show EC50 in µM | 1.7% of 63,000 active;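 active = compounds whose percent cytotoxicity in the single-dose primary screen, scaled between solvent and toxic-drug controls, exceeds 50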;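 note: 0% = DMSO solvent wells and 100% = doxorubicin-treated wells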
TNAP inhibition: inhibition of tissue-nonspecific alkaline phosphatase – biochemical, luminescent (AID 518); purified TNAP enzyme, luminescent substrate readout; higher % means a stronger effect; inhibition, % at 20 µM; hits with a dose series show IC50 in µM; 0.09% of 64,000 active; in the data active = a potency from the dose series; inactive = the rest, 99 in 100 with inhibition below about 22%;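 note: plate controls were vehicle for no effect and reference inhibitor for full effect; many of its hits are not listed in these tables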
HPDE-C7 cytotoxicity: cytotoxicity in HPDE-C7 cells, cell-based, fluorescence, HTS (AID 430); one-dose cytotoxicity, % at 10 µM; EC50 in µM for titrated hits; 1.8% of 63,000 active; HPDE-C7 pancreatic duct cells viability, fluorescence; higher % means a stronger effect;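 note: cells exposed to compound for 48 hours before viability readout; 0% = vehicle and 100% = reference cytotoxic drug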
PMK inhibit: S. pneumoniae PMK inhibition; inhibition, % at 10 µM; 0.49% of 65,000 active; purified PMK, PK/LDH-coupled NADH absorbance 340 nm;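 active = top-ranked compounds by inhibition in the single 10 µM screen, taking a fixed number of the strongest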;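 note: 0% = full reaction with DMSO carrier and 100% = background rate without enzyme reaction; no value below 0 was filed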
PMK inhibit pilot replicates: also measured in PMK inhibit; calls as there; inhibition, %; measured here: pilot screen replicates
Spn MK inh pilot replicates: second read-out of Spn MK inh, no call of its own (marks repeat the call); inhibition, %; measured here: pilot screen replicates
Spn DPM-DC inh pilot screen %: further read-out of Spn DPM-DC inh, marked with its call; inhibition, %; measured here: pilot screen trials
* hit, by the source's call. Cut-off read from the data, not from the text of the source, unless noted: active = cytotoxicity above about 50%; inactive = the rest.

`Cc1ccc(S(=O)(=O)NC(=O)c2cc(C)n(CCCn3ccnc3)c2C)cc1` gave Spn MK inh 0, Spn DPM-DC inh inactive, LYP inhibition 14%, Bfl-1 inhibitors 14%, HT1080 cytotoxicity -1%, HPDE-C7K KRASV12 9%, TNAP inhibition 15%, HPDE-C7 cytotoxicity 0%, PMK inhibit 17, PMK inhibit pilot replicates 1.0, Spn MK inh pilot replicates 3.0 and Spn DPM-DC inh pilot screen % 3.0.
For CCOC(=O)Nc1ccc2c(c1)N(C(=O)CCN(C)C)c1ccccc1S2 the results were Spn MK inh 1, Spn DPM-DC inh inactive, LYP inhibition 2%, Bfl-1 inhibitors 2%, HT1080 cytotoxicity 2%, HPDE-C7K KRASV12 15%, TNAP inhibition 6%, HPDE-C7 cytotoxicity 16% and PMK inhibit 6.
O=C(NCc1ccc(Cl)cc1)C1C2C=CC3(CN(Cc4cccnc4)C(=O)C13)O2 (stereo not drawn) was read as Spn MK inh 1, Spn DPM-DC inh inactive, LYP inhibition 16%, Bfl-1 inhibitors -1%, HT1080 cytotoxicity 15%, HPDE-C7K KRASV12 -3%, TNAP inhibition 7%, HPDE-C7 cytotoxicity -18% and PMK inhibit 17.
`NC(=O)c1ccsc1NC(=O)COC(=O)c1ccccc1NCc1ccco1` gave Spn MK inh 0, LYP inhibition 4%, Bfl-1 inhibitors -9%, HT1080 cytotoxicity -7%, HPDE-C7K KRASV12 -6%, TNAP inhibition -2%, HPDE-C7 cytotoxicity 1% and PMK inhibit 0.
`CCC(C(=O)N1CC2(C)CC1CC(C)(C)C2)N1C(=O)c2ccccc2C1=O` (stereo not drawn) gave Spn MK inh 8, Spn DPM-DC inh inactive, LYP inhibition 8%, Bfl-1 inhibitors -1%, HT1080 cytotoxicity -3%, HPDE-C7K KRASV12 -13%, TNAP inhibition 11%, HPDE-C7 cytotoxicity -8% and PMK inhibit 20.
Screening COC(=O)c1cccc(NS(=O)(=O)c2cccs2)c1C returned Spn MK inh 5, Spn DPM-DC inh inactive, LYP inhibition 0%, Bfl-1 inhibitors -2%, HT1080 cytotoxicity 2%, HPDE-C7K KRASV12 9%, TNAP inhibition 1%, HPDE-C7 cytotoxicity 10% and PMK inhibit 1.
Screening Cc1nn(Cc2ccc(C(=O)NC(C)(C)C)o2)c(C)c1Br returned Spn MK inh 0, Spn DPM-DC inh inactive, LYP inhibition 1%, Bfl-1 inhibitors -3%, HT1080 cytotoxicity 4%, HPDE-C7K KRASV12 -4%, TNAP inhibition 4%, HPDE-C7 cytotoxicity -6% and PMK inhibit 16.
For CCn1c(SCC(=O)Nc2cccc(F)c2)nnc1-c1cc2cc(Br)ccc2o1 the results were Spn MK inh 6, Spn DPM-DC inh inactive, LYP inhibition 10%, Bfl-1 inhibitors -5%, HT1080 cytotoxicity 7%, HPDE-C7K KRASV12 0%, TNAP inhibition 5%, HPDE-C7 cytotoxicity -9% and PMK inhibit 5.
Screening COc1cccc(-c2nn(-c3ccccc3)cc2C(=O)Nc2nccs2)c1 returned Spn MK inh 7, Spn DPM-DC inh inactive, LYP inhibition 13%, Bfl-1 inhibitors 1%, HT1080 cytotoxicity 12%, HPDE-C7K KRASV12 34%, TNAP inhibition 0%, HPDE-C7 cytotoxicity 19% and PMK inhibit 4.
Screening O=C(Nc1ccc(S(=O)(=O)N2CCCC2)cc1)C1COc2ccccc2O1 (stereo not drawn) returned Spn MK inh 8, Spn DPM-DC inh inactive, LYP inhibition 2%, Bfl-1 inhibitors -10%, HT1080 cytotoxicity 1%, HPDE-C7K KRASV12 -1%, TNAP inhibition 13%, HPDE-C7 cytotoxicity -2% and PMK inhibit 8.
COC(=O)CCP(=O)(O)Cc1ccccc1CP(=O)(O)CCC(=O)OC was read as Spn MK inh 9, Spn DPM-DC inh inactive, LYP inhibition 9%, Bfl-1 inhibitors -3%, HT1080 cytotoxicity 19%, HPDE-C7K KRASV12 -12%, TNAP inhibition 3%, HPDE-C7 cytotoxicity -5% and PMK inhibit 11.
Screening COc1ccccc1C(=O)Nc1c2c(nn1-c1cccc(C)c1C)CS(=O)(=O)C2 returned Spn MK inh 0, Spn DPM-DC inh inactive, LYP inhibition 9%, Bfl-1 inhibitors 4%, HT1080 cytotoxicity -6%, HPDE-C7K KRASV12 -8%, TNAP inhibition 8%, HPDE-C7 cytotoxicity 0%, PMK inhibit 23, PMK inhibit pilot replicates 0.0, Spn MK inh pilot replicates 0.0 and Spn DPM-DC inh pilot screen % 0.0.
Screening Cc1cc(C(=O)N2CCN(c3ncccn3)CC2)c(C)o1 returned Spn MK inh 0, Spn DPM-DC inh inactive, LYP inhibition 17%, Bfl-1 inhibitors -2%, HT1080 cytotoxicity 3%, HPDE-C7K KRASV12 7%, TNAP inhibition 9%, HPDE-C7 cytotoxicity 2% and PMK inhibit 0.
Screening O=C(CCN1C(=O)COc2ccccc21)NCCN1CCOCC1 returned Spn MK inh 0, Spn DPM-DC inh inactive, Bfl-1 inhibitors 1%, HPDE-C7K KRASV12 -10%, TNAP inhibition 7%, HPDE-C7 cytotoxicity -9% and PMK inhibit 1.
Screening COCCOC(=O)C1=C(C)NC(=O)NC1C1CC=CCC1 (stereo not drawn) returned Spn MK inh 9, Spn DPM-DC inh inactive, LYP inhibition 3%, Bfl-1 inhibitors -4%, HT1080 cytotoxicity 6%, HPDE-C7K KRASV12 9%, TNAP inhibition 4%, HPDE-C7 cytotoxicity 3% and PMK inhibit 16.
`CCOC(=O)N1CCN(Cc2cc(=O)oc3ccc4ccccc4c23)CC1` gave Spn MK inh 10, Spn DPM-DC inh inactive, LYP inhibition -2%, Bfl-1 inhibitors 0%, HT1080 cytotoxicity 3%, HPDE-C7K KRASV12 10%, TNAP inhibition 9%, HPDE-C7 cytotoxicity 14%, PMK inhibit 21, PMK inhibit pilot replicates 4.0, Spn MK inh pilot replicates 0.0 and Spn DPM-DC inh pilot screen % 5.0.
`O=C1C=C(NC2CC2)C2(CCCCC2)O1` gave Spn MK inh 0, Spn DPM-DC inh inactive, LYP inhibition -2%, Bfl-1 inhibitors -6%, HT1080 cytotoxicity 4%, HPDE-C7K KRASV12 16%, TNAP inhibition 1%, HPDE-C7 cytotoxicity -2% and PMK inhibit 0.
`COc1cccc(N(CC(=O)Nc2ccccc2C)S(C)(=O)=O)c1` gave Spn MK inh 14, Spn DPM-DC inh inactive, LYP inhibition 8%, Bfl-1 inhibitors -7%, HPDE-C7K KRASV12 14%, TNAP inhibition 13%, HPDE-C7 cytotoxicity 5% and PMK inhibit 9.
`CC(C)NC(=O)C1(O)c2ccccc2NC(=O)N1c1ccc(Cl)c(Cl)c1` (stereo not drawn) gave Spn MK inh 8, Spn DPM-DC inh inactive, LYP inhibition -1%, Bfl-1 inhibitors -2%, HT1080 cytotoxicity 5%, HPDE-C7K KRASV12 11%, TNAP inhibition 10%, HPDE-C7 cytotoxicity 3% and PMK inhibit 6.
Screening Cc1cnc(-c2nnc(N(C)C(=O)c3ccncc3)s2)cn1 returned Spn MK inh 5, Spn DPM-DC inh inactive, LYP inhibition 0%, Bfl-1 inhibitors -12%, HT1080 cytotoxicity 7%, HPDE-C7K KRASV12 -9%, TNAP inhibition 10%, HPDE-C7 cytotoxicity -1% and PMK inhibit 11.
COc1ccc(N2CCN(C(c3ccco3)c3sc4nc(C)nn4c3O)CC2)cc1 (stereo not drawn) was read as Spn MK inh 8, Spn DPM-DC inh inactive, LYP inhibition 5%, HT1080 cytotoxicity 1% and PMK inhibit 27*.
`CCN1CCN(c2ccc(NC(=O)COc3ccccc3Cl)cc2)CC1` gave Spn MK inh 1, Spn DPM-DC inh inactive, LYP inhibition 1%, Bfl-1 inhibitors 1%, HT1080 cytotoxicity -10%, HPDE-C7K KRASV12 -11%, TNAP inhibition 5%, HPDE-C7 cytotoxicity -13% and PMK inhibit 4.
`O=C(Nc1nonc1NC(=O)C1CCCCC1)C1CCCCC1` gave Spn MK inh 5, Spn DPM-DC inh inactive, Bfl-1 inhibitors -7%, HT1080 cytotoxicity 6%, HPDE-C7K KRASV12 -16%, TNAP inhibition -3%, HPDE-C7 cytotoxicity -5%, PMK inhibit 0, PMK inhibit pilot replicates 0.0, Spn MK inh pilot replicates 0.0 and Spn DPM-DC inh pilot screen % 0.0.
CCSc1nc2c(c(=O)[nH]c(=O)n2C)n1C was read as Spn MK inh 4, Spn DPM-DC inh inactive, LYP inhibition 4%, Bfl-1 inhibitors 3%, HT1080 cytotoxicity 9%, TNAP inhibition 6% and PMK inhibit 4.
Screening COc1ccc(C)cc1N(CC(=O)O)S(=O)(=O)c1ccc(C)cc1 returned Spn MK inh 4, Spn DPM-DC inh inactive, LYP inhibition 2%, Bfl-1 inhibitors -3%, HT1080 cytotoxicity 3%, HPDE-C7K KRASV12 -11%, TNAP inhibition -1%, HPDE-C7 cytotoxicity -14% and PMK inhibit 3.
Screening COc1ccc(-c2cc(C(F)(F)F)nc(S(C)(=O)=O)n2)cc1OC returned Spn MK inh 4, Spn DPM-DC inh inactive, LYP inhibition 3%, Bfl-1 inhibitors 25µM*, HT1080 cytotoxicity 10%, HPDE-C7K KRASV12 3.5µM*, TNAP inhibition -4%, HPDE-C7 cytotoxicity 4.5µM* and PMK inhibit 16.
Screening O=C(CSc1nc(-c2ccco2)cc(C(F)(F)F)n1)N1CCSCC1 returned Spn MK inh 12, Spn DPM-DC inh inactive, LYP inhibition -3%, HT1080 cytotoxicity -9% and PMK inhibit 13.
Clc1cccc(N2CCN(Cc3nc(-c4ccccc4)no3)CC2)c1 was read as Spn MK inh 8, Spn DPM-DC inh inactive, LYP inhibition 9%, Bfl-1 inhibitors -2%, HT1080 cytotoxicity 5%, HPDE-C7K KRASV12 10%, TNAP inhibition 15%, HPDE-C7 cytotoxicity 7%, PMK inhibit 11, PMK inhibit pilot replicates 2.0, Spn MK inh pilot replicates 2.5 and Spn DPM-DC inh pilot screen % 6.0.
Screening CCCOC(=O)Nc1ccc(N2CCCCC2)cc1 returned Spn MK inh 0, Spn DPM-DC inh inactive, LYP inhibition 4%, Bfl-1 inhibitors -10%, HT1080 cytotoxicity 3%, TNAP inhibition 12% and PMK inhibit 0.
Screening CCOc1cccc(-c2nnc3sc(-c4cc(OC)c(OC)cc4OC)nn23)c1 returned Spn MK inh 8, Spn DPM-DC inh inactive, LYP inhibition 0%, Bfl-1 inhibitors 2%, HT1080 cytotoxicity 14%, HPDE-C7K KRASV12 20%, TNAP inhibition 9%, HPDE-C7 cytotoxicity -17% and PMK inhibit 6.

High-throughput results as filed in PubChem BioAssay.
